Screens: PubChem BioAssay, National Center for Advancing Translational Sciences (NCATS)
TSG101-PTAP inh = blocks PTAP/TSG101 interaction to inhibit HIV-1 budding; Q99816; Fluorescence polarization, FITC-PTAP peptide / Tsg101 binding; Potency, µM (doses to about 115 µM), without a hit: at the top dose activity change, negative = inhibition, usual class: inhibitors; 340,000 tested, under 10 active; active = well fitted inhibition curve with a large enough effect in the main read-out, with a control signal flat, not every such curve was filed as active; inconclusive = small, poorly fitted or top-dose-only effect, or effect the other way, or a change in a side signal; inactive = no such curve, though single readings can be large or run the other way; note: potency is the fitted concentration of half-maximal effect; % of control where 0% means no effect
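Compounds were pin-transferred onto Tsg101 binding domain (10 uM final) in HEPES pH 7.5 buffer, then FITC-PTAP peptide was added at 50 nM final. After 20 min at RT, polarization reported peptide displacement across a qHTS concentration series.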
BRCA1 expr up = activators of BRCA1 expression; MCF7-BRCA1-FFLuc reporter, luminescence, 48 h; response scale: scaled: vehicle 0%, 10 µM genistein 100%; Potency, µM (doses to about 46.1 µM), for inactives: top-dose activation, usual class: activators; 380,000 tested, 1.1% active; AID 624202; note: potency is the fitted concentration of half-maximal effect; nearly all actives have a fitted effect of over 80% in size; some results filed as inactive show a strong effect at the top dose
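MCF7-BRCA1-FFLuc cells, 2000/well in phenol-red-free MEM, attached 2 h then treated 48 h at 37 C. Luciferase luminescence read 15 min after reagent; normalized to genistein maximum activation (10microM) and DMSO, concentration-response fitted.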
Integrin act MD = integrin-mediated muscular dystrophy alleviation activation; alpha7betagal myoblasts, beta-gal FDG fluorescence, 48 h; Potency, µM (series often up to 38.3 µM), for the others: at the highest dose activation, usual class: activators; 350,000 tested, 0.064% active;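 note: potency is the fitted concentration of half-maximal effect; 100% = response of the positive control SU9516; nearly all actives have a fitted effect of over 60% in size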
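alpha7betagal+/- myoblasts (passage 13, 250/well) treated 48 h at 37C with compounds at 1:260 dilution of DMSO stock. Lysed, then beta-galactosidase activity read as FDG fluorescence (ex 480/em 540) after 30 min, with pre-read for autofluorescence.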
p53 reactivation = mutant p53 re-activation in reporter cells | 320,000 tested, 0.063% active | AID 504706 | H1299 p53-A138V BP100-luciferase reporter, luminescence, 24 h | Potency, µM (top dose mostly 92.2 µM), for the others: top-dose activity change, positive = activation, most hits filed as activators; note: potency is the fitted concentration of half-maximal effect; % of control where 0% means no effect; nearly all actives have a fitted effect of over 45% in size
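H1299 (p53-null), stable ts p53-A138V + BP100-Luc; 1000 cells/well, Opti-MEM/10% FBS; cpd 4 pt, 1:5; 24 h, 37 deg C, 5% CO2; detection reagent 10 min RT; luminescence.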
ELG1 genotoxic = genotoxicity induction in ELG1-luciferase HEK293T cells; HEK293T ELG1-luciferase reporter, luminescence, 16 h; Potency, µM (doses to about 46 µM), for inactives: at the top dose activity change, positive = activation, actives largely listed as activators; 330,000 tested, 1.3% active; AID 504466; note: potency is the fitted concentration of half-maximal effect; % of control where 0% means no effect; nearly all actives have a fitted effect of over 60% in size
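Genotoxicity was scored as increased ELG1-luciferase reporter signal, measured by ONE-Glo luminescence (30 min, room temperature). Compound or vehicle exposure of the HEK293T reporter cells lasted 16 hr at 37°C.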
S-ASM inh = human S-ASM enzyme inhibition; P17405; placental ASM, HMU-PC fluorogenic substrate, 60 min; Potency, µM (titrated, usually from 57.5 µM), without a hit: at the highest dose activity change, negative = inhibition, most hits filed as inhibitors; 340,000 tested, 0.006% active; note: potency is the fitted concentration of half-maximal effect
Target sequence (P17405 47-631 limits assumed): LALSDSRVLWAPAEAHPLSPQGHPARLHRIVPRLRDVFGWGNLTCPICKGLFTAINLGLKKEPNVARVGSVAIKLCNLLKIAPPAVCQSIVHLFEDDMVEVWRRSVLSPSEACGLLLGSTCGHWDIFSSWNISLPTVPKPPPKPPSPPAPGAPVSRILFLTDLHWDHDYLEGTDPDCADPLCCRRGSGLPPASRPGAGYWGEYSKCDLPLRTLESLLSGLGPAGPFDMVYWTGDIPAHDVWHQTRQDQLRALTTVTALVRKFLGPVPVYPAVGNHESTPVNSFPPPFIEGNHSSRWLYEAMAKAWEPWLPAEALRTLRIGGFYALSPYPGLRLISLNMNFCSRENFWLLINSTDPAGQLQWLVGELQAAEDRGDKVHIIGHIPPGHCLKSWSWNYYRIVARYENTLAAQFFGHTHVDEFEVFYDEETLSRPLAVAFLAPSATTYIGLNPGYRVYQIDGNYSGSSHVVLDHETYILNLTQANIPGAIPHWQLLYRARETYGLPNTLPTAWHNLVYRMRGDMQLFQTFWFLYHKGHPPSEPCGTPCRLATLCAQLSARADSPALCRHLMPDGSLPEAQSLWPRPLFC
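qHTS format. ASM enzyme prepared from human placenta hydrolyses the fluorogenic substrate HMU-PC0 (9 uM final) over 60 min at 37 °C after a 10 min compound preincubation.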
TRPV1 ag = agonists of human vanilloid receptor 1 (TRPV1). activation, % at 8.33 µM. TRPV1-expressing cells, Fluo-8 calcium influx, agonist mode. 320,000 tested, 0.19% active. AID 540275. Q8NER1; in the data active = activation above about 80%; inconclusive = between about 30% and that limit; note: 0% is about no effect
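Cells expressing TRPV1 were dye-loaded with Fluo-8 and read kinetically: 10 s baseline, 3 min after compound (agonist portion), then 2 min after EC20 capsaicin (allosteric enhancer portion). Calcium-bound dye fluorescence at 480/520 nm.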
uPA generation = blocks generation of uPA at the cell surface; cell surface uPA generation assay, qHTS; Potency, µM (doses to about 38.3 µM), without a hit: top-dose activity change, negative = inhibition, hits mostly inhibitors; 330,000 tested, 0.31% active; AID 540303; active = well fitted inhibition curve with a large enough effect; inconclusive = small, poorly fitted or top-dose-only effect; inactive = no such curve, though single readings can be large or run the other way; tested in mouse RAW 264.7 cells; note: potency is the fitted concentration of half-maximal effect; % is set by controls: 0 for no effect and ±100 for the full control effect; nearly all actives have a fitted effect of over 55% in size
Eya2 inh = inhibitors of human Eya2 phosphatase activity; O00167; recombinant Eya2, OMFP fluorescence dephosphorylation (OMFP is methylfluorescein phosphate); Potency, µM (doses to about 76.9 µM), inactives show at the top dose activity, negative = inhibition, most hits filed as inhibitors; 330,000 tested, 0.006% active; note: potency is the fitted concentration of half-maximal effect; % is set by controls: 0 for no effect and ±100 for the full control effect
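Eya2 protein (added as 0.2 uM solution) was preincubated with compound for 10 min at ambient temperature in 50 mM HEPES pH 7.5, 50 mM NaCl, 5 uM MgCl2, 0.05% BSA, 1 mM DTT. OMFP (added at 50 uM) then reacted 10 min; fluorescence read at 485/525 nm.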
B2AR arrestin = agonists driving beta-arrestin recruitment to human beta2-adrenergic receptor. P07550. Potency, µM (doses to about 46.1 µM), inactives show at the top dose activation, actives largely listed as activators. 330,000 tested, 0.02% active. beta-arrestin recruitment to beta2AR, cell-based reporter;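 note: potency is the fitted concentration of half-maximal effect; 0% = DMSO controls and full agonism = EC100 isoproterenol or metaproterenol; nearly all actives have a fitted effect of over 65% in size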
Target sequence (P07550 whole entry, looked up): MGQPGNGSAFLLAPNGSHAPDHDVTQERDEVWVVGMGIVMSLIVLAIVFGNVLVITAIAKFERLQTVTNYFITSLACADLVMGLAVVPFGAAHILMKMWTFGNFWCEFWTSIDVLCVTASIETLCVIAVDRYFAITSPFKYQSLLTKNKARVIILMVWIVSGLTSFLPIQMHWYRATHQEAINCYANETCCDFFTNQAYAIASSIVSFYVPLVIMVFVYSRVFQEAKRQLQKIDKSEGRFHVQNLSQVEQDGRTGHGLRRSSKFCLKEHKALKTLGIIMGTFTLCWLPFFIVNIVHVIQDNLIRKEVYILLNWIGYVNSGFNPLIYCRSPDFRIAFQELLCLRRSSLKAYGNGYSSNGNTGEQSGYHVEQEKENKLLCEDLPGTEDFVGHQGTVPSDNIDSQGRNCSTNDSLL
USP2a inh = blocks human ubiquitin-specific protease USP2a; O75604; USP2 core, Ub-CHOP2 coupled fluorogenic reporter, 485/531; Potency, µM (top dose mostly 38.3 µM), for inactives: at the highest dose activity change, negative = inhibition, hits mostly inhibitors; 330,000 tested, 0.01% active; AID 463254;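 note: potency is the fitted concentration of half-maximal effect; plate controls were DMSO wells for no effect and full inhibition by NEM control for full effect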
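Deubiquitinase activity read as fluorescence (485/531 nm) after Ub-CHOP2 cleavage activates the enterokinase reporter on its substrate; USP2 core 10nM, Ub-CHOP2 and substrate 25nM each, 30min compound preincubation then 60min RT; data normalized to NEM, curves fitted.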
* marks the source's active call; other numbers are inactive results; [ ] = remark or other dose. Unless noted, calls come from the whole dose curve; as a rule, active = well fitted curve in the direction sought with a large enough effect; inconclusive = small, poorly fitted or top-dose-only effect, or another doubt; inactive = no such curve, though single readings can be large; an effect the other way counts as inactive or inconclusive. The order is random (roughly 2.6% active in at least one column).

How did CCOc1ccc(N2C(=O)c3cccnc3C2Nc2ccc(C)c(C)c2)cc1 (stereo not drawn) do in these assays?
TSG101-PTAP inh: -4.8%; BRCA1 expr up: 3.8%; Integrin act MD: 13.9%; p53 reactivation: -2.7%; ELG1 genotoxic: 2.1%; S-ASM inh: -4.9%; TRPV1 ag: -2.3; uPA generation: -1.7%; Eya2 inh: 2.2%; B2AR arrestin: 0.2%; USP2a inh: 3.7%

Results for CN(Cc1ccccc1)C1(CNC(=O)CCC(F)(F)F)Cc2ccccc2C1 ?
TSG101-PTAP inh: -2.4%; BRCA1 expr up: -6.2%; Integrin act MD: 2.0%; ELG1 genotoxic: -9.4%; S-ASM inh: 3.3%; TRPV1 ag: 15.8; uPA generation: 2.2%; Eya2 inh: -27.5%; B2AR arrestin: 2.9%; USP2a inh: 2.9%

How did CCC1=Nc2cc(C(=O)NCCN3CCOCC3)ccc2Sc2ccc(Br)cc21 do in these assays?
TSG101-PTAP inh: 3.0%; BRCA1 expr up: -17.7%; Integrin act MD: -23.7%; p53 reactivation: -4.2%; ELG1 genotoxic: -0.5%; S-ASM inh: -5.0%; TRPV1 ag: inconclusive; uPA generation: 0.4%; Eya2 inh: 0.3%; B2AR arrestin: -0.7%; USP2a inh: -0.6%

What do the screens show for `CCOc1ccc(S(=O)(=O)N(CC)CC)cc1N`?
TSG101-PTAP inh: -4.8%; BRCA1 expr up: 2.3%; Integrin act MD: inconclusive; p53 reactivation: -0.9%; ELG1 genotoxic: 4.1%; S-ASM inh: 13.5%; TRPV1 ag: 0.5; uPA generation: 0.3%; Eya2 inh: -22.5%; B2AR arrestin: 0.1%; USP2a inh: 1.3%

How did Cc1ccc(C)c(SCC(=O)OCC(=O)N2CC(C)OC(C)C2)c1 (stereo not drawn) do in these assays?
TSG101-PTAP inh: 2.2%; BRCA1 expr up: -1.5%; Integrin act MD: -8.8%; p53 reactivation: 5.8%; ELG1 genotoxic: -0.6%; S-ASM inh: -3.2%; TRPV1 ag: -1.3; uPA generation: -4.0%; Eya2 inh: -5.9%; B2AR arrestin: -0.8%; USP2a inh: 0.6%

What do the screens show for `COc1ccc(NC(=O)c2cccc(C(=O)Nc3ccc(OC)cc3)n2)cc1`?
p53 reactivation: 0.1%; ELG1 genotoxic: 16.0%; TRPV1 ag: 1.0; Eya2 inh: 5.0%; B2AR arrestin: -0.1%; USP2a inh: 0.7%

Results for COc1cc(C(=O)NCC(=O)NNC(=O)C2COc3ccccc3O2)cc(OC)c1OC (stereo not drawn) ?
TSG101-PTAP inh: -0.1%; BRCA1 expr up: 5.8%; Integrin act MD: 18.6%; p53 reactivation: 1.3%; ELG1 genotoxic: 2.1%; S-ASM inh: 2.1%; TRPV1 ag: -3.1; uPA generation: 8.9%; Eya2 inh: -6.2%; B2AR arrestin: 1.2%; USP2a inh: -0.2%

What do the screens show for `COCCCNC(=O)COc1ccc(-c2nccc(-c3ccccn3)n2)cc1`?
TSG101-PTAP inh: -1.2%; BRCA1 expr up: -52.1%; Integrin act MD: -36.9%; p53 reactivation: -1.8%; ELG1 genotoxic: 0.1%; S-ASM inh: -1.1%; TRPV1 ag: 7.9; uPA generation: -8.9%; Eya2 inh: -24.2%; B2AR arrestin: 0.0%; USP2a inh: -1.5%

What do the screens show for `O=C1CC(N2CCN(Cc3ccc4c(c3)OCO4)CC2)C(=O)N1CCc1ccccc1` (stereo not drawn)?
TSG101-PTAP inh: -6.6%; BRCA1 expr up: -46.8%; Integrin act MD: -1.0%; p53 reactivation: -14.2%; ELG1 genotoxic: -2.9%; S-ASM inh: -0.1%; TRPV1 ag: -4.5; Eya2 inh: -13.5%; B2AR arrestin: -0.1%; USP2a inh: 1.4%

Results for O=C(Cc1ccccc1)Nn1c(O)c(/C=C2\C=Nc3ccccc32)sc1=S ?
TSG101-PTAP inh: 6.3%; BRCA1 expr up: -62.6%; Integrin act MD: 7.2%; p53 reactivation: -9.6%; ELG1 genotoxic: -3.1%; S-ASM inh: -20.6%; TRPV1 ag: 16.4; uPA generation: -2.8%; Eya2 inh: 28.9%; B2AR arrestin: 0.4%; USP2a inh: -0.9%

How did O=C(Nc1nnc(-c2cccs2)o1)c1cccc(F)c1 do in these assays?
TSG101-PTAP inh: -0.7%; BRCA1 expr up: -9.3%; Integrin act MD: -28.8%; S-ASM inh: -4.3%; uPA generation: inconclusive

What do the screens show for `COc1ccccc1CC(=O)N(CCC1=CCCCC1)c1c(N)n(Cc2ccccc2)c(=O)[nH]c1=O`?
TSG101-PTAP inh: 0.9%; BRCA1 expr up: -29.1%; Integrin act MD: -6.3%; p53 reactivation: -5.6%; ELG1 genotoxic: 1.4%; S-ASM inh: 5.2%; TRPV1 ag: -10.2; uPA generation: -4.0%; Eya2 inh: -17.2%; B2AR arrestin: 8.4%; USP2a inh: -0.7%

Results for CC(C)n1cnnc1SCC(=O)Nc1ccc(Br)cc1F ?
TSG101-PTAP inh: -8.7%; BRCA1 expr up: 0.0%; Integrin act MD: 0.0%; p53 reactivation: 12.4%; ELG1 genotoxic: 0.8%; S-ASM inh: -2.0%; TRPV1 ag: 2.4; uPA generation: 3.8%; Eya2 inh: 17.3%; B2AR arrestin: 0.1%; USP2a inh: 2.0%

Results for COc1cccc(CNC23CC4CC(CC(C4)C2)C3)c1OCc1ccccc1 ?
TSG101-PTAP inh: -5.8%; BRCA1 expr up: -70.9%; Integrin act MD: -57.2%[inhibitor]; p53 reactivation: -0.5%; ELG1 genotoxic: -10.2%; S-ASM inh: -0.7%; TRPV1 ag: 21.3; uPA generation: inconclusive; Eya2 inh: -6.4%; B2AR arrestin: -0.1%; USP2a inh: 0.7%

How did O=c1[nH]c(C2CCN(S(=O)(=O)c3ccccc3)CC2)nc2c1nnn2Cc1ccccc1 do in these assays?
TSG101-PTAP inh: 0.3%; BRCA1 expr up: -29.5%; Integrin act MD: 55.9%; p53 reactivation: -3.2%; ELG1 genotoxic: -0.2%; S-ASM inh: -0.5%; TRPV1 ag: -3.1; uPA generation: 2.4%; Eya2 inh: -10.0%; B2AR arrestin: 0.0%; USP2a inh: 3.8%

What do the screens show for `C=CCn1c(=O)c2c(nc3n2CC(C)CN3c2cccc(OC)c2)n(C)c1=O` (stereo not drawn)?
TSG101-PTAP inh: 0.1%; BRCA1 expr up: -6.3%; Integrin act MD: -36.3%; p53 reactivation: 2.1%; ELG1 genotoxic: -6.6%; S-ASM inh: -1.0%; TRPV1 ag: inconclusive; uPA generation: 11.5%; Eya2 inh: 18.9%; B2AR arrestin: 0.1%; USP2a inh: 2.8%

Results for COc1ccc(CNC(=O)CC2C[C@H](C(=O)N3CCOCC3)[C@@]3(C)c4[nH]c5ccccc5c4CCN3C2=O)cc1OC (stereo partly drawn) ?
TSG101-PTAP inh: -0.8%; BRCA1 expr up: -4.6%; Integrin act MD: 11.9%; p53 reactivation: -4.4%; ELG1 genotoxic: 3.8%; S-ASM inh: 1.3%; uPA generation: 19.0%; Eya2 inh: -7.0%; B2AR arrestin: -0.8%; USP2a inh: 3.9%

What do the screens show for `CC(NC(=O)COc1ccc(/C=N/NC(=O)C(=O)Nc2ccccc2Br)cc1)c1ccccc1` (stereo not drawn)?
TSG101-PTAP inh: 7.5%; BRCA1 expr up: -32.4%; Integrin act MD: -3.1%; p53 reactivation: 1.7%; ELG1 genotoxic: -4.7%; S-ASM inh: -0.2%; TRPV1 ag: -0.1; uPA generation: 0.5%; Eya2 inh: -4.4%; B2AR arrestin: 0.2%; USP2a inh: 3.8%

Results for O=C(NCCS(=O)(=O)c1ccc(Br)cc1)c1ccc(Cl)cc1Cl ?
TSG101-PTAP inh: 0.3%; BRCA1 expr up: 4.5%; Integrin act MD: -5.4%; p53 reactivation: -0.2%; ELG1 genotoxic: 3.9%; S-ASM inh: -4.3%; TRPV1 ag: inconclusive; uPA generation: 1.0%; Eya2 inh: 8.8%; B2AR arrestin: 0.4%; USP2a inh: -1.0%

How did CCNS(=O)(=O)c1ccc(CCC(=O)Nc2ccccc2)cc1 do in these assays?
TSG101-PTAP inh: -0.7%; BRCA1 expr up: 7.7%; Integrin act MD: -10.5%; p53 reactivation: -10.5%; ELG1 genotoxic: -1.2%; S-ASM inh: -0.1%; TRPV1 ag: -4.3; uPA generation: -0.2%; Eya2 inh: 8.9%; B2AR arrestin: -0.1%; USP2a inh: 0.3%

How did Cc1ccc2nc(C)cc(C(=O)OCC(=O)c3ccc(Cl)c([N+](=O)[O-])c3)c2c1 do in these assays?
TSG101-PTAP inh: -1.1%; BRCA1 expr up: -30.0%; Integrin act MD: -4.8%; p53 reactivation: -0.6%; ELG1 genotoxic: 0.9%; S-ASM inh: -18.0%; TRPV1 ag: -0.9; uPA generation: -2.1%; Eya2 inh: 1.1%; B2AR arrestin: -2.4%; USP2a inh: -3.1%
